Screening data from PubChem.
RGS7-Gao – modulates binding of RGS7 to human Galphao; P09471; Multiplexed bead flow cytometry; actives lie on both sides; binding response (% of control), % at 10 µM; actives 0.35% (n = 220,000); in the data active means binding response below about 49% or above about 150%; inconclusive means no clear call, values can overlap the other calls; inactive means in between;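 further: fluorescent Galphao held in activated GDP-AlF4 state binding bead-coupled RGS7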
Target sequence (P09471 whole entry, looked up): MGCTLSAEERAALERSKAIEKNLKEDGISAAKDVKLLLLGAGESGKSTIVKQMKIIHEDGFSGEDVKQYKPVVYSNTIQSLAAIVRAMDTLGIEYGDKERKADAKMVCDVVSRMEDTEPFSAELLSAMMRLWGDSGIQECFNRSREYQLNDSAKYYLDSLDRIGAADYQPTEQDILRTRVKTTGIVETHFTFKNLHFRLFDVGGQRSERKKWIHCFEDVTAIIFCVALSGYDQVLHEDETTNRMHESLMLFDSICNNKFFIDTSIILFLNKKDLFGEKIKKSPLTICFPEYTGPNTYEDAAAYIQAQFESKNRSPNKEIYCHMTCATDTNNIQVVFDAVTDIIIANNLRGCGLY
RGS4-Gao reg – modulates binding of RGS4 to human Galphao. P09471. Multiplexed bead flow cytometry; actives lie on both sides. binding response (% of control), % at 10 µM. actives 0.33% (n = 220,000). AID 1415; in the data active means binding response below about 49% or above about 150%; inactive means in between;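 further: fluorescent Galphao activated with aluminum fluoride binding bead-coupled RGS4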
Avidin fluor – compound fluoresces at 488/530 nm on avidin beads; compound fluorescence 488/530 nm, flow cytometry; stronger effect = higher value; fluorescence (KMESF) at 10 µM; actives 0.38% (n = 220,000); in the data active means fluorescence above about 47; further: inactives centre near 10
Starred values were filed as active, the others as inactive; ? = inconclusive; nt = no result given. The list is partial. The share of hits here may be higher or lower than overall.

SMILES	RGS7-Gao	RGS4-Gao reg	Avidin fluor
Cc1[nH]c2ccccc2c1C(=O)CSc1nccc(=O)[nH]1	?	90	6
N#C/C(=C\c1c(Cl)cccc1Cl)c1nc2ccccc2[nH]1	?	101	9
CCOc1ccc(-c2c(C(=O)N/N=C/c3ccccc3)nnn2-c2nonc2N)cc1	?	97	9
CCCCOC(=O)n1c(=O)oc2ccc(S(=O)(=O)N3CCCCC3)cc21	?	99	6
O=C(Cc1n[nH]c(=O)c2ccccc12)NC(c1ccccc1)c1ccccc1	?	103	8
CCCc1c(C(=O)Nc2ccc(F)cc2)cnn1-c1ccccc1	?	106	8
COc1ccc(-n2c(C)c(C(=O)O)c3cc(OC)c4ccccc4c32)cc1	?	94	8
Cc1ccc(S(=O)(=O)NC(=O)N2CCCN(Cc3ccc(F)cc3)CC2)cc1	?	84	3
CCCOc1ccc(C(=O)NNC(=S)NC(=O)c2ccco2)cc1	?	105	6
CC1(c2nnc(-c3ccccc3)o2)CC(c2cccnc2)=NO1 (configuration not stated)	?	104	11
COc1ccc(C2CC(c3ccc(Br)cc3)=NN2C(=O)CN2CCCC2)cc1 (configuration not stated)	?	88	8
Cc1ccc(/C=C/C(=O)NC(=S)N2CCN(c3ccc(F)cc3)CC2)cc1	?	98	6
O=C(NC(=S)Nc1ccccc1)c1cncc(C#Cc2ccccc2)c1	?	101	9
N#CNC(=Nc1ccc(Cl)cc1)Oc1ccccc1	?	103	7
Cc1cccc(NC(=O)c2nc[nH]c2C(=O)N[C@@H](Cc2ccccc2)C(=O)OC(C)(C)C)c1	?	96	11
O=C(NNC(=O)c1nn(-c2ccc(F)cc2)ccc1=O)c1ccccc1Cl	?	96	8
CCN(c1ccccc1)c1nc2nonc2nc1NCCO	?	108	9
Cc1cc(C(=O)COC(=O)c2ccc(N)c([N+](=O)[O-])c2)c(C)n1Cc1ccc2c(c1)OCO2	?	99	7
COc1cc(C)nc(N(Cc2ccccc2)S(=O)(=O)c2ccc(C)cc2)n1	?	101	9
O=C(Nc1cccc(Cl)c1)N1CCN(C2c3ccccc3-c3ccccc32)CC1	nt	90	5
NS(=O)(=O)c1ccc(Nc2ccccc2)c([N+](=O)[O-])c1	nt	84	5
O=C(Nc1ccc(Cl)cc1)Nc1ccc(C(=O)N2CCOCC2)cc1	?	104	3
CC(C)=C(NC(=O)c1ccccc1)C(N)=O	?	107	7
COc1ccccc1-c1cc(=O)c2c(O)ccc([N+](=O)[O-])c2o1	?	98	8
CN1C(=S)N2CCCN2C1c1ccccc1 (configuration not stated)	?	102	7
Remaining list, next part.
SMILES	RGS7-Gao	RGS4-Gao reg	Avidin fluor
Cc1ccc(S(=O)(=O)CCN2C=CC(C(F)(F)F)=NCC2)cc1	?	93	7
Cn1c(NC(=O)CC2CCCCC2)cc(=O)n(C)c1=O	?	97	10
CC(C)Oc1nc(-c2ccccc2Cl)nc2ccccc12	?	103	5
COc1ccccc1-c1ccc(/C=C2\C=CC(=O)O2)o1	?	97	6
CC(C)S(=O)(=O)c1csc(C(=O)NN)c1-n1cccc1	?	98	7
COc1ccc(-n2c(=S)[nH]c3ncccc3c2=O)cc1	?	90	6
CC(Oc1ccccc1)C(=O)N1CCN=C1SCc1cccc(F)c1 (configuration not stated)	?	97	14
O=[N+]([O-])c1ccc2c(c1)/C(=N\O)c1ccccc1-2	?	101	8
Cc1ccc(NC(=S)Nc2ccc3[nH]c(=O)[nH]c3c2)cc1C	?	97	6
O=C(NN1C(=O)c2ccccc2C1=O)c1ccc2c(c1)C(=O)N(CC1CCCO1)C2=O (configuration not stated)	?	112	52*
CC(=O)O/N=C/c1c(NCc2ccccc2)nc2c(C)cccn2c1=O	?	101	4
CCS(=O)(=O)c1ccc2oc(Nc3ccccc3Br)nc2c1	?	99	6
Cn1cccc1/C=N/NC(=O)CNc1cccc2ccccc12	?	112	10
O=C(O)c1cc(NN=C2CCN(Cc3ccccc3)CC2)ccc1Cl	?	94	2
CC(=O)NCC1COc2ccccc2O1 (configuration not stated)	?	101	8
O=C(NCCCn1ccnc1)c1cc(-c2cccc(O)c2)on1	?	97	7
CC(=O)Nc1ccc(-c2csc(N/N=C(/C)c3ccccc3)n2)cc1	?	102	8
O=C1CC2(CCCC2)C(=O)N1c1ccc(S(=O)(=O)NCC2CC2)cc1Cl	?	101	6
O=C(N/N=C/c1ccc([N+](=O)[O-])o1)c1cn2ccc3ccccc3c2n1	?	97	7
Cc1cc(C)n(CCC(=O)N/N=C/c2ccc(Br)c([N+](=O)[O-])c2)n1	?	101	8
C/C(CCC1CC(C)(C)OC1=O)=N\NC(N)=S (configuration not stated)	?	106	6
O=C1C(Cl)=C(N2CCC(C(=O)O)CC2)C(=O)c2ccccc21	?	97	5
COc1ccc(-c2cc3ccccc3[nH]2)cc1	?	97	3
COc1ccc(C(=O)CN2Cc3ccccc3C2=N)cc1	?	99	8
CCC1ON(c2ccccc2)C2c3nc4ccccc4n3CC12 (configuration not stated)	?	109	22
Going on with the list:
SMILES	RGS7-Gao	RGS4-Gao reg	Avidin fluor
CC(=O)c1nnn(-c2cccc(C#N)c2)c1C	?	102	7
O=C(COC(=O)c1ccccn1)Nc1nc(-c2cccc([N+](=O)[O-])c2)cs1	?	97	6
Cc1cccc(Cn2nc(C(C)(C)C)cc2C(=O)Nc2ccc(F)cc2)c1	?	105	8
CC(C)(C)c1nnc(NC(=O)Nc2ccc(Cl)cc2)s1	?	98	8
COC(=O)c1ccccc1-c1ccc(/C=N/Nc2nc(N3CCCC3)nc(N3CCCC3)n2)o1	?	96	4
Cn1c(SCc2ccc(Br)cc2)nnc1-c1ccccn1	?	97	7
Cc1cc(C)c2oc(C(=O)Nc3ccc(S(=O)(=O)Nc4nccs4)cc3)cc(=O)c2c1	?	97	8
CCCCNC(=O)C1CCCN(S(=O)(=O)c2c(C)noc2/C=C/c2cccs2)C1 (configuration not stated)	?	90	6
CCCN(Cc1cc2cc(OC)ccc2[nH]c1=O)C(=O)c1ccco1	?	125	49*
CCOC(=O)c1cc(C)[nH]c1C	?	97	6
N#CCc1ccc(OC(=O)c2cccnc2)cc1	?	106	6
O=C(COc1cccnc1[N+](=O)[O-])c1ccc(Cl)s1	?	93	6
COc1ccc(-c2n[nH]c(=S)n2/N=C/c2cccn2C)cc1	?	97	3
CCn1nc(C)c(/C=N/NC(=O)Cn2cncn2)c1C	?	102	7
COc1ccc(-c2cn(-c3ccc(Cl)cc3)c3[n+]2CCCCC3)cc1	?	100	9
O=C(Oc1c(-c2ccccc2)c(=O)n2c3c(cccc13)CC2)c1ccc(F)cc1	?	89	6
O=C(NCC1CCCO1)c1cc(-c2ccccc2)nc2ccccc12 (configuration not stated)	?	99	9
Oc1ccc(C=NC2CCCCC2)cc1	?	92	8
COc1ccc(S(=O)(=O)N(CC(=O)NCc2cccnc2)C2CCCCC2)cc1OC	?	88	9
CC(C(=O)N1CCc2ccccc2C1)N1C(=O)c2ccccc2C1=O (configuration not stated)	?	107	4
Cc1ccc2nc(NC(=O)CS(=O)(=O)Cc3ccccc3)sc2c1	?	102	15
CC1(/[N+]([O-])=C/c2ccc(F)cc2)CCCCC1=O (configuration not stated)	?	92	8
N=c1n(CCCOc2ccc(F)cc2)c2ccccc2n1CC(N)=O	?	100	8
COCCCNC(=O)/C(C#N)=C1\N=C(NC(=O)c2cccs2)c2ccccc21	?	102	7
CCOc1ccc(-c2cnc3ccccc3n2)cc1	?	105	4
Continued.
SMILES	RGS7-Gao	RGS4-Gao reg	Avidin fluor
COc1ccccc1NC(=O)OCC#CCOC(=O)Nc1ccccc1OC	?	99	8
Cc1cc(C(=O)O/N=C(\N)c2ccc(C(C)(C)C)cc2)no1	?	96	5
CC(C)(C)C(=O)Nc1c(Cl)cccc1OC(F)(F)F	?	99	6
O=C(CSc1nnc(-c2ccc(C(F)(F)F)cn2)o1)Nc1cccc(Cl)c1	?	94	14
O=C(/C=C/c1ccco1)Nc1nc(-c2ccc(F)c(F)c2)cs1	?	104	5
C=C1CCN([C@H](C(=O)OCc2ccc(C)cc2)C(C)C)S(=O)(=O)c2ccccc21	?	113	8
CN(C)c1ccc(N=Nc2nc3ccccc3n2C)cc1	?	98	9
COc1ccc2c(c1)c(C(=O)N/N=C/c1ccc(Br)cc1)c(C)n2C	?	102	5
CCc1ccccc1NNC(=O)c1cc(C)on1	?	103	3
NNC(=O)c1cc2sccc2s1	?	102	5
Cc1nc2sc(C(=O)Nc3ccccc3Cc3ccccc3)c(C)c2c(=O)[nH]1	?	115	2
Cc1nc2c(c(=O)n1CCC(C)C)c1nc3ccccc3nc1n2CC1CCCO1 (configuration not stated)	?	86	7
CC(C)OP(=O)(OC(C)C)/C(C=O)=N\Nc1ccc([N+](=O)[O-])cc1	?	99	7
O=C(NNS(=O)(=O)c1ccccc1)c1cnn(-c2ccc(Cl)cc2)c1C(F)(F)F	?	131	5
O=C1SCCC1NC(=O)C(c1ccccc1)c1ccccc1 (configuration not stated)	?	101	7
CCOC(=O)c1sc(-c2ccc(C(F)(F)F)cc2)nc1O	?	96	6
CCOC(=O)c1[nH]c2ccccc2c1NC(=O)NC(C)C	?	96	7
COc1cc(OC)cc(C(=O)O/N=C(\N)c2ccccn2)c1	?	104	6
Cc1onc(-c2ccccc2Cl)c1C(=O)NCc1nc(-c2ccc(C(F)(F)F)cc2)no1	?	104	7
S=c1[nH]nc(-c2ccco2)n1/N=C/c1cccc(Cl)c1	?	99	3
COc1cccc(N2C(=O)CC(NNc3nc4ccccc4s3)C2=O)c1 (configuration not stated)	?	94	8
CCN(CC)CCOC(=O)c1ccc(N/C=C(/C#N)c2nc(-c3ccc4c(c3)OCO4)cs2)cc1	?	101	16
COc1ccccc1NC(=O)NCCN1CCNC1=O	?	104	4
Clc1ccccc1-c1nnc2n1-c1ccccc1SC2	?	106	8
CCn1c(SCC(=O)N/N=C/c2ccccc2OCC(=O)O)nnc1-c1ccc(C(C)(C)C)cc1	?	96	4
The listing continues.
SMILES	RGS7-Gao	RGS4-Gao reg	Avidin fluor
CCOc1ccc2[nH]c3c(=O)n(CCC4=CCCCC4)cnc3c2c1	?	102	9
COc1ccc(C(=O)Nc2nc3cc4c(cc3s2)OCO4)c(OC)c1	?	94	6
Cc1cn(-c2cc(C(=O)Nc3ccc(C)c(NC(=O)N4CCNC4=O)c3)cc(C(F)(F)F)c2)cn1	?	99	7
CCCNC(=O)NC(=O)c1cnccc1C(F)(F)F	?	103	7
CC(=O)N1CCCC1(C(=O)O)c1ccccc1 (configuration not stated)	?	101	9
CN(C)S(=O)(=O)c1cccc(NC(=O)COC(=O)CNC(=O)c2cccc([N+](=O)[O-])c2)c1	?	103	17
c1ccc2c(c1)Nc1ccncc1S2	?	95	7
Cc1cc(CN(C)Cc2cn(C)nc2-c2ccc(Oc3ccccc3)cc2)on1	?	103	5
CCCNC(=O)c1ccc2c(=O)c(O)c(-c3ccc(OC)cc3)[nH]c2c1	?	106	8
COc1ccc(/C=C2/C(=N)N3C(=NC2=O)Sc2cc(S(C)(=O)=O)ccc23)cc1OC	?	95	8
Cc1nc2c(cnn2-c2ccccc2)c(=O)n1/N=C/c1ccccc1	?	88	7
O=C(NC1CCN(Cc2ccccc2)CC1)c1ccc(Oc2cc(Cl)cc(Cl)c2)o1	?	91	5
COc1ccc(Oc2cccc(Cl)c2CNC(=O)CSCC(=O)O)cc1	?	96	6
O=C(O)CC1(CC(=O)NCc2ccncc2)CCCCC1	?	98	4
CSc1ncc2ncn(C3OC(CO)C(O)C3O)c2n1 (configuration not stated)	?	102	3
CCOC(=O)c1cc(Sc2ccccc2N)cc(C(=O)OCC)n1	?	100	4
O=C(O)CCCNC(=O)CCn1nnc2ccccc2c1=O	?	95	9
CN1C[C@@H]2C(c3ccccc3)C3(c4ccc(C#N)cc4)CC2(C3)[C@H]1c1ccccc1 (some centres not stated)	?	103	8
CC(=O)SC1CC(=O)N(c2c(C)cccc2C)C1=O (configuration not stated)	?	99	7
O=C(/C=C\Nc1ccc(S(=O)(=O)Nc2ncccn2)cc1)c1ccccc1	?	99	8
O=C(Nc1cccc(S(=O)(=O)N2CCCCC2)c1)c1ccc2ncsc2c1	?	98	6
CCC1S/C(=N/N=C/c2ccco2)N(Cc2ccccc2C)C1=O (configuration not stated)	?	103	6
O=C(CN1C(=O)c2ccccc2C1=O)Nc1nccs1	?	101	9

In the list so far, these contain an NH in an aromatic ring.
SMILES	RGS7-Gao	RGS4-Gao reg	Avidin fluor
Cc1[nH]c2ccccc2c1C(=O)CSc1nccc(=O)[nH]1	?	90	6
N#C/C(=C\c1c(Cl)cccc1Cl)c1nc2ccccc2[nH]1	?	101	9
O=C(Cc1n[nH]c(=O)c2ccccc12)NC(c1ccccc1)c1ccccc1	?	103	8
Cc1cccc(NC(=O)c2nc[nH]c2C(=O)N[C@@H](Cc2ccccc2)C(=O)OC(C)(C)C)c1	?	96	11
COc1ccc(-n2c(=S)[nH]c3ncccc3c2=O)cc1	?	90	6
Cc1ccc(NC(=S)Nc2ccc3[nH]c(=O)[nH]c3c2)cc1C	?	97	6
COc1ccc(-c2cc3ccccc3[nH]2)cc1	?	97	3
CCCN(Cc1cc2cc(OC)ccc2[nH]c1=O)C(=O)c1ccco1	?	125	49*
CCOC(=O)c1cc(C)[nH]c1C	?	97	6
COc1ccc(-c2n[nH]c(=S)n2/N=C/c2cccn2C)cc1	?	97	3
Cc1nc2sc(C(=O)Nc3ccccc3Cc3ccccc3)c(C)c2c(=O)[nH]1	?	115	2
CCOC(=O)c1[nH]c2ccccc2c1NC(=O)NC(C)C	?	96	7
S=c1[nH]nc(-c2ccco2)n1/N=C/c1cccc(Cl)c1	?	99	3
CCOc1ccc2[nH]c3c(=O)n(CCC4=CCCCC4)cnc3c2c1	?	102	9
CCCNC(=O)c1ccc2c(=O)c(O)c(-c3ccc(OC)cc3)[nH]c2c1	?	106	8
